GPR55 LPI antagonism: inhibition of LPI-stimulated GPR55 beta-arrestin translocation – imaging, U2OS, beta-arrestin-GFP, LPI agonist, primary screen (AID 2013); U2OS GPR55 beta-arrestin-GFP translocation imaging, LPI antagonism; higher % means a stronger effect; one-dose inhibition, % at 10 µM; IC50 in µM for titrated hits; 0.13% of 290,000 active;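 active = spots per cell inhibited over 60%, with over 100 cells counted and total cytoplasm intensity under 500,000; inconclusive = wells with under 100 cells, flagged as likely toxic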;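 note: U2OS cells stably carrying GPR55 and arrestin-GFP stimulated by 5 µM LPI near EC80; imaged beta-arrestin-GFP aggregate spots per cell after agonist stimulation; plate controls were LPI-stimulated DMSO wells for no effect and DMSO wells without LPI for full effect; some results filed as inactive read as strong as hits; confirmed hits need IC50 under 10 µM and bright autofluorescent wells are also inconclusive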
NTR1 ag: NTR1-driven beta-arrestin-GFP spot formation – imaging, U2OS cells, high content, primary screen (AID 493036); agonist mode; activation, % at 20 µM; 0.17% of 330,000 active;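 active = activation at or above 40% of the spot to cytoplasm intensity ratio, with at least 20 cells analyzed; inconclusive = wells under 20 cells, flagged as cytotoxic or low count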;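 note: 0% = DMSO without peptide and 100% = 100 nM NTR1 peptide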
Target sequence (P30989 whole entry, looked up): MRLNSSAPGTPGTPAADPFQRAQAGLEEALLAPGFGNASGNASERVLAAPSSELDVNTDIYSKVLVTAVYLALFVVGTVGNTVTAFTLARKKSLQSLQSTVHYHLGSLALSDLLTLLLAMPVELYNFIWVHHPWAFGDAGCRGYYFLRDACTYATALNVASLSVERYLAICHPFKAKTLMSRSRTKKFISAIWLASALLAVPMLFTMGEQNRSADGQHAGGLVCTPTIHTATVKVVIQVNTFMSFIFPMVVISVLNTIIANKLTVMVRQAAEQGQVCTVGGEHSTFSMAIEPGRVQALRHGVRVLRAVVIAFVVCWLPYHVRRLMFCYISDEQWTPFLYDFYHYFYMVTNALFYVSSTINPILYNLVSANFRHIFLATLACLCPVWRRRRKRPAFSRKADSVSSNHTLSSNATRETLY
KOR beta-arrestin-1: kappa opioid receptor blockers – cell-based, luminescence, uHTS (AID 1778). KOR beta-arrestin recruitment, luminescence, antagonist mode; higher % means a stronger effect. one-dose inhibition, % at 10 µM; IC50 in µM for titrated hits. 0.091% of 290,000 active; in the data active = inhibition above about 50%; note: strong numbers were not always called active
GPR55 activation: selective activators of receptor GPR55 – imaging, U2OS cells, beta-arrestin-GFP redistribution, primary screen (AID 1961). U2OS GPR55 beta-arrestin-GFP redistribution imaging; higher % means a stronger effect. activation, % at 10 µM; hits with a dose series show EC50 in µM. 0.048% of 290,000 active;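 active = activation above 40% with more than 50 cells counted in the well; inconclusive = wells holding fewer than 50 cells, flagged as toxic or sparse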;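 note: U2OS osteosarcoma cells stably expressing GPR55 and beta-arrestin-GFP; plate controls were DMSO negative control for no effect and LPI positive control for full effect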
UTI89 phage lysis: protection from phage-mediated lysis, alamar blue read-out – E. coli UTI89, K1F phage, bacterial capsule biogenesis inhibitors (AID 488966) | 0.02% of 340,000 active | one-dose inhibition, % at 100 µM; IC50 in µM for titrated hits | E. coli UTI89 K1F phage lysis, alamar blue, 2 h; higher % means a stronger effect;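 active = phage lysis inhibition, versus mean bacterial control, above a set limit; inconclusive = no clear call, values can overlap the other calls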;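 note: capsule biogenesis inhibitors block K1F phage lysis so surviving cells raise fluorescence; higher fluorescence means more inhibition of phage lysis; actives were called in the ten point dose series up to 300 µM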
MgcRacGAP inhibition: MgcRacGAP GTPase-activating activity inhibitors, confirmation, biochemical, ADP Hunter fluorescence | MgcRacGAP-stimulated Rac1 GTP hydrolysis, ADP Hunter fluorescence; higher % means a stronger effect; GST-tagged Rac1 F28L mutant substrate | 0.6% of 340,000 active | inhibition, % at 30 µM; hits with a dose series show IC50 in µM;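 active = first-screen hits whose inhibition reached a set limit at any dose in the follow-up dose series; inconclusive = inhibition above the set first-screen limit but never retested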;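 note: fluorescence reports GDP produced by GAP-driven GTP hydrolysis; strong numbers were not always called active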
NOD1 NF-kB reporter: inhibition of NOD1-driven NF-kB reporter – cell-based, luminescence, uHTS, primary screen (AID 1578) | NOD1-driven NF-kB luciferase reporter cells, luminescence; higher % means a stronger effect | inhibition, % at 4 µM, or EC50 in µM where a hit was titrated | 1% of 290,000 active; in the data active = inhibition mostly above about 36%, no sharp cut-off; inactive = mostly below about 34%;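 note: HEK-293T reporter cells stimulated with the NOD1 agonist gamma-tri-DAP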
KOR beta-arrestin-2: kappa opioid receptor activators – cell-based, luminescence, uHTS, primary screen (AID 1777); KOR beta-arrestin recruitment, luminescence; higher % means a stronger effect; activation, % at 10 µM; hits with a dose series show EC50 in µM; 0.02% of 280,000 active; in the data active = activation above about 50%, passing the limit was not always enough; note: a part of the inactive calls stands beside numbers as strong as those of hits
GPR35 antagonists: inhibition of zaprinast-stimulated GPR35 beta-arrestin translocation – imaging, U2OS, beta-arrestin-GFP, zaprinast agonist, primary screen (AID 2058); 0.052% of 290,000 active; one-dose inhibition, % at 10 µM; IC50 in µM for titrated hits; U2OS GPR35 beta-arrestin-GFP translocation imaging, zaprinast antagonism; higher % means a stronger effect;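 active = inhibition of at least 50% with at least 30 cells and total cytoplasm GFP at most 10,000,000; inconclusive = under 30 cells or total GFP of 10,000,000 plus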
NTR1 ag cell count 20 µM: second read-out of NTR1 ag, no call of its own (marks repeat the call); cell count; measured here: cell count, cytotoxicity flag
The depositor's hits bear a star; i = inactive; ? = inconclusive; nt = no result given; [ ] = another dose, or the depositor's remark.

The line under a structure holds: GPR55 LPI antagonism	NTR1 ag	NTR1 ag cell count 20 µM	KOR beta-arrestin-1	GPR55 activation	UTI89 phage lysis	MgcRacGAP inhibition	NOD1 NF-kB reporter	KOR beta-arrestin-2	GPR35 antagonists
- CNC(=O)c1c(N)sc2c1CCCCC2
→ -4%	-0.9	35	11%	-0.2%	nt	nt	-14%	0.6%	2%
- O=C(NNC1=Nc2cccc3cccc1c23)c1ccccc1Br
→ -3%	-1.0	62	0%	0.3%	1.9%	-1%	28%	9.7%	3%
- Cc1ccccc1-n1nnnc1SC(C)C(=O)Nc1ccc(N2CCN(C)CC2)cc1 (stereo not given)
→ -1%	1.5	53	26%	-0.2%	0.0%	14%	-10%	-4.6%	10%
- COC(=O)CSc1cc(C)nc(SC)n1
→ 10%	0.2	67	7%	-0.1%	0.3%	7%	-2%	-5.0%	-8%
- CCOc1ccc(CC(=O)N2CCN=C2SC)cc1
→ 15%	1.3	48	-40%[20 µM]	-0.1%	3.4%	11%	-13%	-6.3%	-6%
- Nc1ccc(Nc2nc(-c3ccncc3)cs2)cc1
→ -3%	2.5	45	33%	-0.1%	0.2%	9.4µM*	1%	0.6%	-6%
- Cc1c(C)c2cc3c4c(oc3c(C)c2oc1=O)CCCC4
→ 30%	4.6	106	2%	0.0%	0.0%	11%	-40%	-1.2%	-6%
- COc1cc(-n2nnnc2SC)c(OC)cc1Cl
→ -2%	0.6	50	4%[20 µM]	-0.1%	0.2%	10%	-7%	nt	3%
- COc1ccc([N+](=O)[O-])cc1NC(=O)Cn1ccc(C(F)(F)F)n1
→ -3%	-0.6	67	-17%	0.1%	0.5%	6%	-28%	-1.7%	-8%
- O=C(COC(=O)c1cc(-c2ccc(F)cc2)nc2ccccc12)NCC1CCCO1 (stereo not given)
→ 1%	0.9	75	-5%	0.0%	-0.2%	11%	-52%	0.3%	8%
- COC(=O)NC(Nc1sc2c(c1C(N)=O)CCCC2)(C(=O)OC)C(F)(F)F (stereo not given)
→ -5%	0.9	73	-40%	-0.2%	1.2%	15%	22%	-8.8%	6%
- c1ccn2c(Cc3nnc4ccccn34)nnc2c1
→ -1%	0.5	53	16%	0.0%	2.4%	3%	2%	-3.7%	4%
- CSc1nc2ccccc2n1CC(=O)Nc1c(C)cccc1C
→ 10%	-1.9	31	nt	-0.1%	-0.4%	8%	-5%	nt	29%
- COc1cc(C)ccc1OCc1cc(C(=O)NC(C)Cn2cncn2)no1 (stereo not given)
→ 15%	1.0	55	0%	-0.1%	0.0%	4%	-75%	1.9%	-5%
- CC(=O)N1CCN(Cc2nc3ccc(Cl)cc3n2CCO)CC1
→ 17%	1.6	43	3%	1.0%	0.2%	4%	-31%	-1.8%	-8%
- CC(C)(C)n1nc2c(c1NC(=O)COc1ccc(Cl)cc1)CSC2
→ -14%	2.9	65	-41%	-0.2%	-0.1%	11%	-1%	9.2%	-20%
- COC(=O)c1cc(NC(=O)CSC2=NCCS2)cc(C(=O)OC)c1
→ 11%	-0.5	54	-70%[20 µM]	-0.1%	0.7%	-1%	-19%	2.0%	3%
- COc1ccc(NS(=O)(=O)c2cccc(C(=O)OCC(=O)NC3CC3)c2)cc1
→ 3%	0.2	74	26%	-0.1%	0.0%	10%	7%	1.1%	3%
- O=C(COC(=O)Cc1ccc(Br)cc1)NCC1CCCCC1
→ 0%	-0.4	50	-3%[20 µM]	0.2%	0.1%	3%	-35%	-2.8%	-4%
- COc1ccc(CN(CC2CCC(C(=O)O)CC2)C(=S)Nc2ccccc2C)cc1 (stereo not given)
→ 1%	4.1	26	-30%	-0.6%	-0.6%	5%	-20%	2.7%	-2%
- NS(=O)(=O)c1cccc(NC(=O)CSc2ncc(C(F)(F)F)cc2Cl)c1
→ 10%	-0.3	48	-8%	-0.2%	-2.5%	1%	-1%	8.7%	-13%
- O=C(Nc1nccs1)c1cccc(NC(=O)c2ccco2)c1
→ 6%	-0.2	48	-8%	-0.2%	1.0%	10%	-42%	5.0%	-8%
- C=C(C)Cn1c(SCCN2CCOCC2)nc2c1c(=O)[nH]c(=O)n2C
→ -2%	-0.3	95	1%	-0.4%	0.1%	7%	5%	-1.0%	3%
- O=C1CCCc2[nH]nc(-c3cccnc3)c21
→ -4%	-0.9	94	14%	-0.1%	0.1%	12%	34%	2.4%	-15%
- Cc1ccc([C@@H]2[C@@H]3C(=O)N(C)C(=O)[C@@H]3[C@]3(C)C(=O)N(Cc4ccccn4)CC(=O)N23)o1
→ -2%	5.4	59	0%[20 µM]	-0.1%	-0.6%	11%	-2%	-6.5%	-5%
- C[C@@H](NC(=O)[C@@H]1Cc2ccccc2CN1)C(=O)NC1CCCC1
→ -2%	0.1	76	17%	-0.2%	0.0%	8%	-30%	1.9%	27%
- CCOCCCNC(=O)/C(C#N)=C/c1cc(C)c(O)c(C)c1
→ -4%	1.1	33	-20%	-0.1%	i	19%	-58%	-4.4%	5%
- COC(=O)c1ccc(Cl)c(NC(=O)CN2CCC(C)CC2)c1
→ -15%	1.0	73	31%	0.2%	2.5%	11%	14%	-1.3%	9%
- COc1ccc(CC(=O)N/N=C(\C)c2cccnc2)cc1
→ -3%	-0.6	43	-16%	-0.2%	0.4%[50 µM]	5%	-23%	7.1%	14%
- CC(=O)c1ccccc1C(=O)N1CCC(n2nccc2NC(=O)C2CC2)CC1
→ -11%	-0.8	55	-16%	-0.1%	1.0%[50 µM]	-2%	-14%	3.9%	9%
- Nc1nc(SCC(=O)Nc2ccccc2-c2ccccc2)n[nH]1
→ 4%	-3.7	100	0%	0.0%	0.2%	5%	-40%	6.2%	9%
- O=C(CSc1nnc(-c2cccnc2)n1CCN1CCCCC1)Nc1cccc(Cl)c1
→ -1%	0.9	55	-6%	0.4%	1.1%	7%	24%	1.5%	5%
- O=C1C[C@@H](c2ccc(O[C@@H]3O[C@H](CO)[C@@H](O)[C@H](O)[C@H]3O)cc2)Oc2cc(O)ccc21
→ -5%	0.9	37	-36%	-0.2%	-3.5%	5%	42%	7.6%	9%
- COc1ccc(C(=O)C2CCN(C(=O)c3ccco3)CC2)cc1
→ 6%	-0.2	72	-7%	-0.3%	3.8%	7%	-7%	11%	3%
- O=C(NC(=O)c1cnccc1C(F)(F)F)Nc1ccccc1
→ 1%	0.9	51	24%	0.2%	-1.3%	5%	-12%	2.1%	0%
- COc1ccc(S(=O)(=O)N(CC(=O)Nc2ccc(S(=O)(=O)N3CCOCC3)cc2)Cc2ccc(F)cc2)cc1
→ 11%	7.2	77	30%	-0.3%	0.5%	5%	-29%	4.7%	10%
- O=C1CCCC/C1=C/NCc1ccc(F)cc1
→ 1%	-1.1	71	-12%[20 µM]	0.5%	0.3%	7%	-31%	0.2%	-13%
- Cc1cccc(NC(=O)C2CCCN(c3cnccn3)C2)c1 (stereo not given)
→ -10%	-1.4	43	-10%	-0.1%	0.4%	9%	-14%	-1.5%	8%
- Cc1ncc([N+](=O)[O-])n1Cc1cccc(F)c1
→ 0%	1.2	50	-6%	0.4%	0.0%	2%	-34%	-1.2%	-4%
- COc1cc(CCC(=O)OCC(=O)NCc2ccccc2)cc(OC)c1OC
→ -1%	-1.1	49	-17%	0.6%	-0.5%	-2%	-10%	9.6%	5%
- COc1ccc(-c2cc3c(=O)n(CC(=O)NCc4cccnc4)ncn3n2)cc1
→ 0%	4.8	72	-31%[20 µM]	0.0%	-1.6%	12%	-4%	-1.0%	-1%
- COc1ccc(CN2CCNC(=O)C2CC(=O)N(C)CCc2cnn(C)c2)c(F)c1 (stereo not given)
→ -3%	-0.2	58	10%	-0.3%	0.3%	-23%	-8%	6.0%	-5%
- O=C(CSc1nnnn1-c1ccccc1)NC1CCCc2ccccc21 (stereo not given)
→ 5%	0.0	95	7%	?	-0.2%	13%	-10%	0.2%	15%
- Cc1ccc2cc(CN(CCN(C)C)C(=O)Nc3ccc(Cl)cc3)c(=O)[nH]c2c1
→ 20%	1.5	52	-10%[20 µM]	0.2%	1.0%	3%	-45%	nt	12%
- CCN(Cc1ccccc1)S(=O)(=O)c1cc(C(=O)NCCCN(C)C)ccc1OC
→ 6%	0.6	48	8%	-0.2%	-0.3%	-5%	-29%	-3.0%	-3%
- Cc1cccc(OC(C)C(=O)N2CCN(Cc3ccc4c(c3)OCO4)CC2)c1 (stereo not given)
→ -2%	-0.2	57	12%	0.0%	1.5%[50 µM]	3%	-20%	-2.6%	1%
- CCCCNCc1ccc(SC)cc1
→ 22%	0.7	63	7%	0.3%	1.1%	13%	-14%	-0.1%	2%
- Cc1ccc2cc(C#N)c(NCc3ccccc3)nc2c1
→ 0%	1.7	60	1%[20 µM]	-0.1%	0.1%	6%	-25%	nt	9%
- CC(C)CCN1CCNC(=O)C1CC(=O)Nc1ccc(F)cc1 (stereo not given)
→ 8%	-2.0	42	nt	0.4%	0.3%	4%	12%	-4.5%	13%
- CC(C)c1ccccc1NC(=O)CN1C(=O)c2ccccc2C1=O
→ 13%	-1.0	52	-45%[20 µM]	0.5%	0.1%	8%	-13%	-3.1%	1%
- O=C(Nc1ccccc1C(=O)N1CCOCC1)c1ccc(CSc2ccccc2)cc1
→ -13%	-0.4	37	21%	-0.2%	-0.4%	7%	-33%	-4.5%	-5%
- Cc1ccc(SC[C@H](CC(C)C)N2CCN(CCc3ccccc3)CCC2=O)cc1
→ 6%	3.0	79	41%	193%*	0.8%	8%	-11%	-2.5%	8%
- CSc1ccccc1C(=O)C1CCCN(Cc2c(C)n(C)n(-c3ccccc3)c2=O)C1 (stereo not given)
→ 15%	1.0	39	-33%	0.1%	0.9%	8%	-26%	-0.5%	4%
- O=C1NC(NS(=O)(=O)c2ccc(Cl)cc2)(C(F)(F)F)C(=O)N1CCc1ccccc1 (stereo not given)
→ -12%	0.5	45	21%	-0.3%	nt	nt	8%	3.7%	1%
- O=C(c1cc2sccc2n1Cc1ccc(F)cc1)N1CCc2ccccc21
→ 4%	1.2	82	-19%	-0.3%	1.8%	7%	-16%	3.2%	-12%
- O=C1c2ccccc2C(=O)N1CCCCN(C(=O)c1ccc(Cl)s1)c1ccc(Cl)cc1
→ 12%	9.5	59	28%	0.4%	0.3%	2%	13%	-0.5%	-9%
- CCCOCn1cc(F)c(=O)[nH]c1=O
→ 2%	0.2	64	21%	-0.3%	0.8%[50 µM]	3%	2%	-5.3%	-9%
- CCCNC(=O)COC(=O)c1[nH]c(C)c(C(=O)OCC)c1C
→ 9%	0.9	77	5%	-0.1%	0.1%	3%	-24%	-0.1%	6%

Some of the compounds tested. The share of hits here may be higher or lower than overall.
